Compound activity deposited in PubChem by National Center for Advancing Translational Sciences (NCATS).
FLuc counter – inhibits or activates purified firefly luciferase, miR-21 counter-screen. hit rate 6.9% among 360,000. AID 588342. purified FLuc, Km substrates, luminescence inhibition. Potency, µM (top dose mostly 57.5 µM), inactives show top-dose activity change, negative = inhibition, actives largely listed as inhibitors;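 further: potency means the concentration at half of the fitted maximal effect; plate controls were vehicle for no effect and reference inhibitor for full effect; nearly all actives have a fitted effect of over 55% in size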
Target sequence (P08659 whole entry, looked up): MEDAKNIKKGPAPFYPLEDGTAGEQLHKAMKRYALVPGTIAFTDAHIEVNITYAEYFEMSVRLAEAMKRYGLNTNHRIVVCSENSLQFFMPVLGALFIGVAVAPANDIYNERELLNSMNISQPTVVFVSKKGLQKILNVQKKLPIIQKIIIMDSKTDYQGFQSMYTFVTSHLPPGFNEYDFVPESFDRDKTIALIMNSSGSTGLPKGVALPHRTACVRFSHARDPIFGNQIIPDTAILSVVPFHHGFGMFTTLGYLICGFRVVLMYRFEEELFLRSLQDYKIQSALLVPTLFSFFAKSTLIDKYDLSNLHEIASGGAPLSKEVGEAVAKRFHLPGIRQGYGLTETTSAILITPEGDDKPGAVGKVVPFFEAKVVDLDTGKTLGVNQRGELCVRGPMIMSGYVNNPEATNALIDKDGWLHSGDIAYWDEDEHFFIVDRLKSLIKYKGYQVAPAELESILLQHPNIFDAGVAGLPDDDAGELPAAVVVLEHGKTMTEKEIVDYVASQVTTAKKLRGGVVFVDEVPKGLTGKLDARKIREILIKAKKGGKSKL
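Purified P. pyralis luciferase (10nM final) with 10uM D-luciferin and 10uM ATP (Km levels) in 50mM Tris acetate pH 7.5, 10mM Mg acetate, 0.01% Tween-20, 0.05% BSA; qHTS 6-point titration, ~60 µM downward; luminescence read.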
Menin MLL FP TR – menin-MLL binding inhibition, Texas Red mutant peptide. O00255. Menin + Texas Red MLL mutant peptide, fluorescence polarization. Potency, µM (highest dose often 61.6 µM), for inactives: at the highest dose FP activity change, negative = inhibition, hits mostly inhibitors. hit rate 0.23% among 270,000. AID 1768; active means well fitted inhibition curve with a large enough effect in the polarisation, with a control signal flat, not every such curve was filed as active; inconclusive means small, poorly fitted or top-dose-only effect, or effect the other way, or a change in a side signal; inactive means no such curve, though single readings can be large or run the other way; the % refers to the polarisation; further: potency means the concentration at half of the fitted maximal effect; % of control where 0% means no effect; many of its hits are not listed in these tables
PKM2 activator – activators of human pyruvate kinase M2; P14618; purified PKM2, Kinase-Glo ATP luminescence, activation; response scale: 0% is enzyme alone, no compound; Potency, µM (top dose mostly 57.5 µM), inactives show at the highest dose activation, most hits filed as activators; hit rate 0.34% among 260,000; AID 1631; further: potency means the concentration at half of the fitted maximal effect; on the % scale 0 is the no-effect control and ±100 the full control effect; nearly all actives have a fitted effect of over 55% in size
Target sequence (P14618 whole entry, looked up): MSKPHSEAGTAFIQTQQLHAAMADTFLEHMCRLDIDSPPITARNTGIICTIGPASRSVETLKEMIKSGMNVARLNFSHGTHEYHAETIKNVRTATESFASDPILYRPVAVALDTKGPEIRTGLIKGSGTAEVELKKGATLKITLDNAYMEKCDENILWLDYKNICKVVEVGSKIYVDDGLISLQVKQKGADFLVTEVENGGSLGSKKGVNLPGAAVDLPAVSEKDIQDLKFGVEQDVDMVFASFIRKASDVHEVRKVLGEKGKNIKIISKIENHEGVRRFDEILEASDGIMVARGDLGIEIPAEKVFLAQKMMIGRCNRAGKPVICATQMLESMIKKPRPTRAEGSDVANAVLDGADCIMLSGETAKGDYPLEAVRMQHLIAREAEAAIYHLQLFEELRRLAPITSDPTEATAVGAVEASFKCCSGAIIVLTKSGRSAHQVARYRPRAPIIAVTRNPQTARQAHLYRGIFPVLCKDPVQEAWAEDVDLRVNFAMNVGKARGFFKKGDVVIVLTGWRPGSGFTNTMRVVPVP
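hPK-M2, >95% pure; 0.1 mM ADP / 0.5 mM PEP final; imidazole pH7.2 buffer w/ 7 mM MgCl2, 50 mM KCl; 1 h RT; Kinase-Glo lum. Intermediate enzyme activity for dual inhibitor/activator qHTS.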
Rab9 promoter act – activates the Rab9 promoter. hit rate 2.8% among 320,000. AID 485297. Potency, µM (highest dose often 9.22 µM), inactives show at the top dose activation, negative = inhibition, hits mostly activators. Huh7 Rab9 promoter-luciferase reporter, luminescence, 24 h; further: potency means the concentration at half of the fitted maximal effect; % of control where 0% means no effect; nearly all actives have a fitted effect of over 60% in size
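Cell-based reporter: Huh7 stable for Rab9 promoter-driven luciferase, plated in reduced-serum medium with 10% FBS at 1500 cells/well, compound-treated 24 h at 37 °C, luminescence read after 10 min reagent.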
ELG1 genotoxic – genotoxicity induction in ELG1-luciferase HEK293T cells; HEK293T ELG1-luciferase reporter, luminescence, 16 h; Potency, µM (doses to about 46 µM), for the others: top-dose activity change, positive = activation, usual class: activators; hit rate 1.3% among 330,000; further: potency means the concentration at half of the fitted maximal effect; % of control where 0% means no effect; nearly all actives have a fitted effect of over 60% in size
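HEK293T cells expressing luciferase-tagged ELG1 were exposed to compound or DMSO vehicle for 16 hr at 37 °C and 5% CO2. Luciferase activity was then measured with ONE-Glo after 30 min at room temperature.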
p53 reactivator – re-activators of mutant p53 | H1299 p53-A138V BP100-luciferase reporter, luminescence, 24 h | Potency, µM (series often up to 92.2 µM), for inactives: at the highest dose activity change, positive = activation, hits mostly activators | hit rate 0.063% among 320,000 | AID 504706; further: potency means the concentration at half of the fitted maximal effect; % of control where 0% means no effect; nearly all actives have a fitted effect of over 45% in size
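H1299 (p53-null), stable ts p53-A138V + BP100-Luc; 1000 cells/well, Opti-MEM/10% FBS; cpd 4 pt, 1:5; 24 h, 37 deg C, 5% CO2; detection reagent 10 min RT; luminescence.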
BRCA1 expr up – increases BRCA1 expression | MCF7-BRCA1-FFLuc reporter, luminescence, 48 h; response scale: scaled: vehicle 0%, 10 µM genistein 100% | Potency, µM (top dose mostly 46.1 µM), inactives show at the top dose activation, most hits filed as activators | hit rate 1.1% among 380,000; further: potency means the concentration at half of the fitted maximal effect; nearly all actives have a fitted effect of over 80% in size; some results filed as inactive show a strong effect at the top dose
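Luminescence from a BRCA1-driven firefly luciferase in MCF7 cells was the read-out, taken 15 min after substrate addition following 48 h compound exposure at 37 °C. Data were normalized to a 10 microM genistein control and DMSO vehicle.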
Giardia killer – Giardia lamblia killing; Giardia lamblia trophozoite viability; activity change, % at 7.66 µM, hits read low; hit rate 0.15% among 340,000; in the data active means activity change below about -80%; inconclusive means between about -30% and that limit;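 further: parasites exposed to compound for two days anaerobically before the ATP read; on the % scale 0 is the no-effect control and ±100 the full control effect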
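Luminescence from cellular ATP indicates surviving trophozoites (100 cells/well) following 48 hrs anaerobic compound treatment at 37 deg C; signal develops 15-30 min at room temperature.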
Gal4-VP16 FLuc – counter-screen for ROR gamma inhibitors: Gal4-VP16 reporter | Drosophila S2 Gal4-VP16 UAS-luciferase, luminescence, 20 h | Potency, µM (top dose mostly 53.6 µM), for the others: at the top dose activity, negative = inhibition, usual class: inhibitors | hit rate 3.5% among 310,000 | AID 2546;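 further: Gal4-VP16 expression switched on by copper sulfate through the metallothionein promoter; potency means the concentration at half of the fitted maximal effect; on the % scale 0 is the no-effect control and ±100 the full control effect; nearly all actives have a fitted effect of over 50% in size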
NPC1 promoter act – activators of NPC1 promoter; hit rate 2.4% among 320,000; Huh7 NPC1 promoter luciferase reporter, 24 h; Potency, µM (titrated, usually from 9.22 µM), for the others: at the highest dose activation, actives largely listed as activators;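 further: potency means the concentration at half of the fitted maximal effect; % of control where 0% means no effect; nearly all actives have a fitted effect of over 60% in size; reporter is driven by a mutant NPC1 promoter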
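In 1536-well qHTS, Huh7 cells harboring an NPC1 promoter–luciferase construct received compound for 24 h; activation was quantified by luminescence following luciferase reagent addition.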
RORgamma inh – ROR gamma (mouse) transcription inhibition; AID 2551; hit rate 5.4% among 310,000; P51450; Drosophila S2 Gal4-RORgamma UAS-luciferase reporter, 20 h; Potency, µM (top dose mostly 53.6 µM), inactives show at the top dose activity change, negative = inhibition, actives largely listed as inhibitors; further: potency means the concentration at half of the fitted maximal effect; on the % scale 0 is the no-effect control and ±100 the full control effect; nearly all actives have a fitted effect of over 60% in size
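Stably transfected Drosophila Schneider cells are the test system, with ROR gamma fused to Gal4 and luciferase under UAS control; luminescence is read after 20 hr of 700 uM copper sulfate induction at ambient temperature.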
Starred values were filed as active, the others as inactive; ? = inconclusive; / = no result given; [ ] = another dose, or the depositor's remark. Unless noted, the call rests on the fitted dose curve; in most records, active means well fitted curve in the direction sought with a large enough effect; inconclusive means small, poorly fitted or top-dose-only effect, or another doubt; inactive means no such curve, though single readings can be large; an effect the other way counts as inactive or inconclusive. A portion of the library; rates above refer to the full screens.

Structure	ELG1 genotoxic	BRCA1 expr up	FLuc counter	Rab9 promoter act	RORgamma inh	p53 reactivator	Menin MLL FP TR	NPC1 promoter act	Giardia killer	PKM2 activator	Gal4-VP16 FLuc
CC1S/C(=N/N=C/c2ccco2)NC1=O (configuration not stated)	0%	0%	-11%	-4%	11µM*	2%	-5%	3%	14	-1%	?
CCCC1C2CN(C(C)C)CC=C2C(C#N)=C(N)C1(C#N)C#N (configuration not stated)	-3%	15%	-2%	2%	-45%	-4%	-15%	-1%	4	2%	1%
O=C(O)CSc1nnc(COc2cccc3cccnc23)n1-c1cccc(C(F)(F)F)c1	-2%	6%	4%	-4%	-3%	1%	?	0%	13	-20%	6%
CCn1c(-c2cc(OC)c(OC)c(OC)c2)n[nH]c1=S	1%	9%	7%	-2%	?	4%	8%	-3%	-5	4%	19%
Cc1ccc(S(=O)(=O)NC2=NCN(CCN3CCOCC3)CN2)cc1	3%	-1%	2%	-5%	0%	1%	-2%	-3%	-5	-5%	-2%
C=CCc1cc(C)ccc1OCCCC(C(=O)OCC)C(=O)OCC	-6%	0%	-2%	-5%	-20%	14%	12%	0%	4	0%	-11%
COc1ccc(CNC(=O)CN(C(=O)CCC(=O)Nc2ccccn2)c2cccc(C)c2)cc1	3%	-1%	-4%	-3%	21%	-2%	22%	-1%	2	-7%	-10%
O=S(=O)(NC1=NCCCCC1)c1ccc2ccccc2c1	8%	50%	-18%	5%	34%	13%	3%	8%	11	2%	3%
CCOc1cccc(/C=N/NC(=O)c2cc(C3CC3)[nH]n2)c1O	?	-75%	12µM*	-37%[inhibitor]	2.2µM*	?	10%	-43%[inhibitor]	-1	-3%	2.8µM*
N/C(=N\O)c1cn(Cc2ccccc2Cl)c2ccccc12	-5%	-58%	3%	-3%	8%	0%	-14%	1%	1	/	-5%
COC(=O)c1c(NC(=O)COC(=O)CNC(=O)c2ccco2)sc(C)c1C	10%	1%	5%	-1%	-10%	-9%	-2%	-2%	1	12%	-12%
CCOC(=O)C1=C(COC(=O)C2CC(=O)N(c3ccc(C)cc3)C2)NC(=O)NC1C (configuration not stated)	1%	21%	0%	-2%	/	3%	/	-1%	-5	/	/
Cc1ccc(NS(=O)(=O)c2c(C)[nH]c(C)c2C(=O)N2CCCCC2)c(Cl)c1	3%	-1%	0%	0%	3%	-7%	/	-4%	-15	/	-5%
O=c1c(N2CCOCC2)nsnc1N1CCOCC1	4%	-3%	0%	2%	0%	0%	-2%	3%	-18	-19%	-2%
CCCC(=O)Nc1nn(C)c2nc3cc(C)ccc3cc12	-3%	/	1%	2%	17%	-5%	1%	1%	/	-3%	-6%
CC(=O)NCCC(=O)N(C)CC1CCN(CCc2cccc(C(F)(F)F)c2)CC1	0%	9%	5%	0%	3%	/	14%	-7%	16	-6%	-2%
COc1cccc(CN(C(=O)c2ccco2)C(C(=O)NC2CCCC2)c2cccnc2)c1 (configuration not stated)	9%	-3%	-2%	0%	26%	-3%	-29%	0%	-19	0%	-2%
Cc1ccc(S(=O)(=O)N2CCC(=O)N(CCOCc3cccc(F)c3)CC2)cc1	0%	-12%	0%	-5%	1%	-7%	1%	-1%	-2	?	3%
CCc1ccc(NC(=O)c2ccccc2SC)cc1	?	0%	15µM*	?	15%	23%	5%	?	0	-5%	-6%
CCC[C@H]1COCCS(=O)(=O)N1Cc1ccccc1	2%	5%	-1%	2%	-18%	11%	1%	2%	-4	-2%	1%
Cc1nn(C(=O)c2ccco2)c(C)c1Br	0%	-3%	4%	-4%	10%	1%	2%	-3%	17	-1%	-1%
CCCn1c(=O)c2ccccc2n2c(SCN3C(=O)c4ccccc4C3=O)nnc12	1%	/	-3%	2%	2%	-6%	20%	0%	/	4%	-3%
NC(=O)C1CCN(C(=O)c2ccc3c(c2)S(=O)(=O)c2ccccc2C3=O)CC1	10%	-15%	-1%	0%	-5%	0%	0%	-1%	3	3%	-10%
CS(=O)(=O)N(CC(=O)NCCSCc1ccccc1)c1ccccc1F	-5%	0%	-1%	-4%	/	/	2%	2%	3	1%	/

An excerpt of these results, with two lines to a compound.
Every second line gives: ELG1 genotoxic	BRCA1 expr up	FLuc counter	Rab9 promoter act	RORgamma inh	p53 reactivator	Menin MLL FP TR	NPC1 promoter act	Giardia killer	PKM2 activator	Gal4-VP16 FLuc
Cc1nn(C(=O)c2ccco2)c(C)c1Br
    0%	-3%	4%	-4%	10%	1%	2%	-3%	17	-1%	-1%
CCCn1c(=O)c2ccccc2n2c(SCN3C(=O)c4ccccc4C3=O)nnc12
    1%	/	-3%	2%	2%	-6%	20%	0%	/	4%	-3%

Carrying on.
Structure	ELG1 genotoxic	BRCA1 expr up	FLuc counter	Rab9 promoter act	RORgamma inh	p53 reactivator	Menin MLL FP TR	NPC1 promoter act	Giardia killer	PKM2 activator	Gal4-VP16 FLuc
O=C(OCc1c(-c2ccccc2)ncc2ccccc12)c1cccc(Br)c1	-2%	1%	4%	0%	/	1%	/	3%	31[activator]	/	/
COC(=O)C1=NNC2C(=O)N(c3ccc(C)cc3)C(=O)C12 (configuration not stated)	0%	-4%	-2%	7%	-13%	-1%	-16%	0%	-2	-16%	9%
O=C(CCSCCC(=O)NCc1ccccc1)NCc1ccccc1	2%	14%	1%	-1%	-2%	6%	0%	-3%	10	-2%	4%
Cc1c(C(=O)O)cccc1-c1ccc(C=O)o1	9%	7.9µM*	?	1%	5%	?	-3%	6%	2	-9%	-6%
CSc1ccccc1NC(=O)c1cc(-c2cccs2)on1	3%	22%	?	?	-15%	?	?	?	-7	5%	-14%
O=C(CN1CCN(c2ccccn2)CC1)Nc1ccccc1	4%	4%	-7%	7%	7%	-3%	/	8%	4	-4%	8%
CCOc1ncccc1C(=O)N(C)CC(=O)Nc1ccc(F)cc1	1%	-2%	0%	1%	8%	-1%	19%	1%	-10	-1%	-7%
COCc1cc(C)c2c(N)c(C#N)sc2n1	0%	-33%	4%	0%	15%	-2%	-5%	0%	14	26%	1%
Cc1noc(C)c1S(=O)(=O)N1CCC(C(=O)NCCN2CCC(C)CC2)CC1	0%	-2%	2%	-3%	-31%	0%	9%	-5%	-8	-2%	-14%
O=C(O)COc1ccc(/C=N/n2cnc3scc(-c4cccs4)c3c2=O)cc1	0%	-15%	-9%	-3%	-5%	7%	?	-2%	-4	18%	-6%
COc1ccc(N2C(=O)CSC23C(=O)Nc2ccccc23)cc1OC (configuration not stated)	0%	-9%	3%	-1%	27%	-2%	2%	0%	-12	-3%	8%
CCC(C)[C@H](N)c1nnc(SCC(=O)c2ccc(Cl)cc2)o1 (some centres not stated)	5%	-10%	-2%	-6%	-30%	16%	-7%	1%	24	-9%	4%
OCC(O)/C=N/Nc1nc2ccccc2s1 (configuration not stated)	-6%	34%	-8%	13%	24%	29%	4%	16%	0	4%	14%
CC(Sc1nnc(C(F)(F)F)n1C)C(=O)Nc1ccc(S(N)(=O)=O)cc1 (configuration not stated)	0%	0%	-1%	?	3%	-2%	/	-4%	-10	-3%	-9%
Cc1ccc(NC(=O)N2CCc3ccccc32)cc1C	0.65µM*	52%	0.67µM*	0.32µM*	?	2%	2%	0.5µM*	-21	-30%	?
Cc1ccc(C)c(N(C(=O)c2csnn2)C(C(=O)NC2CCCC2)c2cccnc2)c1 (configuration not stated)	8%	-18%	3%	8%	-3%	-4%	-1%	-3%	1	-2%	-9%
CN=c1scc(-c2ccc(Br)cc2)n1C	1%	19%	-17%	-5%	28%	9%	-2%	1%	4	-2%	?
COc1ccc(N(C(=O)c2ccco2)C(C(=O)NC2CCCC2)c2ccc(N(C)C)cc2)cc1OC (configuration not stated)	4%	-29%	5%	-3%	-5%	-5%	-16%	-3%	-12	0%	?
CSc1ccc(CNc2ccc(C)c(C)c2)cc1	?	?	15µM*	?	13%	18%	4%	?	-6	-1%	7%
Cc1ccc(C(=O)Nc2ccn(C)n2)cc1	?	75%	10%	?	/	?	/	?	-19	/	/
